GPR35 arrestin U2OS: inhibition of zaprinast-stimulated GPR35 beta-arrestin translocation – imaging, U2OS, beta-arrestin-GFP, zaprinast agonist, primary screen (AID 2058); U2OS GPR35 beta-arrestin-GFP translocation imaging, zaprinast antagonism; higher % means a stronger effect; actives 0.052% (n = 290,000); inhibition, % at 10 µM; hits with a dose series show IC50 in µM;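 active means inhibition of at least 50% with at least 30 cells and total cytoplasm GFP at most 10,000,000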
GPR55 antagonists: inhibition of LPI-stimulated GPR55 beta-arrestin translocation – imaging, U2OS, beta-arrestin-GFP, LPI agonist, primary screen (AID 2013) | U2OS GPR55 beta-arrestin-GFP translocation imaging, LPI antagonism; higher % means a stronger effect | inhibition, % at 10 µM, or IC50 in µM where a hit was titrated | actives 0.13% (n = 290,000);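 active means spots per cell inhibited over 60%, with over 100 cells counted and total cytoplasm intensity under 500,000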;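 further: U2OS cells stably carrying GPR55 and arrestin-GFP stimulated by 5 µM LPI near EC80; imaged beta-arrestin-GFP aggregate spots per cell after agonist stimulation; plate controls were LPI-stimulated DMSO wells for no effect and DMSO wells without LPI for full effect; some results filed as inactive read as strong as hits; confirmed hits need IC50 under 10 µM and bright autofluorescent wells are also inconclusive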
NTR1 agonist: NTR1-driven beta-arrestin-GFP spot formation – imaging, U2OS cells, high content, primary screen (AID 493036); activation, % at 20 µM; actives 0.17% (n = 330,000); agonist mode;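 active means activation at or above 40% of the spot to cytoplasm intensity ratio, with at least 20 cells analyzed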;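 further: 0% = DMSO without peptide and 100% = 100 nM NTR1 peptide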
Target sequence (P30989 whole entry, looked up): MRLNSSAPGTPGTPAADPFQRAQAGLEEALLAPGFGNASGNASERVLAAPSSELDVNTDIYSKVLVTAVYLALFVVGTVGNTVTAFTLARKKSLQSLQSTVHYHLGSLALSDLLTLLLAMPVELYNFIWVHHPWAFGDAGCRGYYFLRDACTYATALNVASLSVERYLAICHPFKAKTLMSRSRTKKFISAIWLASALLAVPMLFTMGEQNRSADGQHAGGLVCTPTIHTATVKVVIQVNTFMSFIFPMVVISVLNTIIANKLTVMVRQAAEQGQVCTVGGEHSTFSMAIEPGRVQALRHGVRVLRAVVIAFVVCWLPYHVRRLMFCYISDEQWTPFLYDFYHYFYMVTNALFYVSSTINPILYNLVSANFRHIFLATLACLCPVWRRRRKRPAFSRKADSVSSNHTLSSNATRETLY
PhoP inhibition: inhibitors of PhoP regulon expression, primary screen, Salmonella Typhimurium, GFP reporter (AID 1863); one-dose inhibition, % at 50 µM; IC50 in µM for titrated hits; S. Typhimurium PhoP-regulated promoter GFP reporter, 4 h; higher % means a stronger effect; actives 0.16% (n = 300,000);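 active means inhibition over 29.93%, a cutoff 3 SD above the screen mean, later confirmed by dose response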;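 further: 0% = low Mg2+ inducing control and 100% = high Mg2+ repressing control; strong numbers were not always called active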
Rac1 GTP hydrolysis: MgcRacGAP GTPase-activating activity inhibitors, confirmation, biochemical, ADP Hunter fluorescence. MgcRacGAP-stimulated Rac1 GTP hydrolysis, ADP Hunter fluorescence; higher % means a stronger effect; GST-tagged Rac1 F28L mutant substrate. one-dose inhibition, % at 30 µM; IC50 in µM for titrated hits. actives 0.6% (n = 340,000). AID 624330;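 active means first-screen hits whose inhibition reached a set limit at any dose in the follow-up dose series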;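 further: fluorescence reports GDP produced by GAP-driven GTP hydrolysis; strong numbers were not always called active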
LYP phosphatase: inhibitors of LYP phosphatase, biochemical, fluorescence intensity, uHTS (AID 1779) | recombinant LYP phosphatase, fluorescence intensity; higher % means a stronger effect | one-dose inhibition, % at 11.5 µM; IC50 in µM for titrated hits | actives 0.054% (n = 290,000); in the data active means inhibition above about 50%;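 further: plate controls were vehicle with enzyme for no effect and no enzyme for full effect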
HIV fusion peptide: cell-free HIV fusion peptide-binding blockers – biochemical, uHTS, fluorescence dequenching, primary screen (AID 1986). cell-free peptide binding, fluorescence dequenching, 30 min; higher % means a stronger effect. inhibition, % at 20 µM; hits with a dose series show IC50 in µM. actives 0.3% (n = 290,000); in the data active means inhibition mostly above about 52%, no sharp cut-off; inactive means mostly below about 76%; further: some results filed as inactive read as strong as hits
Myeloid diff 2: myeloid differentiation induction. ER-HoxA9 myeloid progenitors, lysozyme-GFP differentiation, flow cytometry. calls only at 10 µM. actives 1% (n = 360,000);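 active means normalized GFP-positive differentiation at or above the plate's own cutoff, the solvent-only control mean plus 3 SD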;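 further: cells exposed to compound for four days before flow analysis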
Siah-1 displacement: Siah-1 peptide-binding antagonists, primary screen, biochemical, fluorescence polarization, rhodamine-plectin, uHTS (AID 1817) | Siah-1 / rhodamine-plectin peptide fluorescence polarization; higher % means a stronger effect | actives 0.02% (n = 290,000) | one-dose displacement, % at 20 µM; IC50 in µM for titrated hits;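 active means displacement of at least 50% at 20 µM, with a fluorescence ratio check between 0.3 and a set limit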;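 further: plate controls were Siah plus tracer with DMSO for no effect and tracer alone without Siah for full effect; strong numbers were not always called active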
NTR1 agonist cell count 20 µM: recorded beside NTR1 agonist, whose call it bears; cell count; measured here: cell count, cytotoxicity flag
Myeloid diff 2 GFP+ MAC1+ %: second read-out of Myeloid diff 2, no call of its own (marks repeat the call); GFP+ MAC1+ double positive, %; measured here: differentiation confirmed by MAC1 staining
Starred values were filed as active, the others as inactive; i = inactive; / = no result given; + = active, no number. Rows were taken by chance; overall some 2.4% were active at least once.

nr	Structure	PhoP inhibition	Myeloid diff 2 GFP+ MAC1+ %	Siah-1 displacement	NTR1 agonist	NTR1 agonist cell count 20 µM	HIV fusion peptide	Rac1 GTP hydrolysis	Myeloid diff 2	LYP phosphatase	GPR35 arrestin U2OS	GPR55 antagonists
1	CN1C(=O)/C(=C/c2ccc(OCc3cccc(F)c3)cc2)NC1=S	-3%	/	10%	11	61	0.7%	11%	/	-7%	-6%	8%
2	O=C(Nc1cc([N+](=O)[O-])ccc1Cl)C1CC1	8%	0.4	-2%	1.1	57	-1.1%	5%	i	-5%	2%	-3%
3	Cc1ccc(-n2nc3c(c2NC(=O)c2ccco2)CS(=O)(=O)C3)cc1	3%	1.4	-5%	-0.7	66	-1.6%	-7%	i	0%	10%	-4%
4	CCOC(=O)c1c(C)[nH]c(-c2csc(C)n2)c1C	-1%	0.2	4%	-0.4	83	-1.5%	8%	i	-3%	4%	10%
5	COc1ccc(C)cc1NC(=O)CN1C(=O)COc2ccc(S(=O)(=O)N3CCOCC3)cc21	0%	4.9	15%	2.3	65	-1.7%	6%	i	-6%	2%	19%
6	CC1(C)CC(=O)C2=C(C1)N(Cc1ccco1)C(=O)NC2(C(F)(F)F)C(F)(F)F	7%	1.9	1%	-0.1	42	-1.4%	5%	i	-6%	0%	9%
7	CCn1nc(C)c(Br)c1-c1nc(-c2ccc(C)cc2)no1	4%	0.3	2%	1.2	44	-1.1%	/	i	-2%	-2%	2%
8	CC(C)(C)c1ccc(C(=O)NC(=S)N2CCCC2)cc1	12%	0.6	1%	-0.5	66	-0.1%	5%	i	-8%	-1%	-4%
9	Cc1cc2n(n1)SC(Nc1ccccc1)N2 (centres undefined)	3%	1.0	1%	-1.9	50	-3.3%	16%	i	-6%	-2%	10%
10	O=C1c2ccccc2C(=O)N1CNc1ccccc1	3%	0.7	-2%	0.0	84	-2.3%	4%	i	-7%	-9%	-1%
11	CN(C)S(=O)(=O)N1CCC(CO)(Cc2cccc(C(F)(F)F)c2)CC1	0%	0.4	-2%	0.5	37	2.4%	8%	i	-6%	10%	3%
12	CCc1ccc(S(=O)(=O)Nc2ccc(-c3ccc4nncn4n3)cc2)s1	-4%	1.4	/	3.0	63	/	3%	i	/	/	/
13	CCOc1ccccc1C(=O)Nc1cnn(Cc2ccc(F)cc2)c1	5%	1.9	3%	2.8	73	-1.1%	5%	i	-7%	2%	14%
14	COC(=O)CCC(=O)Nc1cccc([N+](=O)[O-])c1	0%	0.4	7%	1.5	34	0.9%	3%	i	-2%	5%	8%
15	CC(C)COc1cccc(C(=O)NC(=S)Nc2cccc(NC(=O)c3ccccc3Cl)c2)c1	2%	0.5	6%	1.7	44	0.8%	0%	i	2%	-2%	16%
16	CC(C)(CO)NC(=O)CCCOc1ccc(Cl)cc1Cl	-4%	5.6	1%	0.6	69	-1.1%	-3%	i	-2%	9%	1%
17	COCCNS(=O)(=O)c1ccc(-c2ccc(C)cc2)cc1	-4%	9.3	-4%	1.1	90	-2.0%	5%	i	-11%	5%	2%
18	CC(=O)N(C)c1ccc(NC(=O)N2CCOCC2)cc1	-4%	0.3	0%	1.4	56	0.4%	12%	i	-4%	3%	0%
19	CC(=O)c1ccc(-c2nnc(CCC(=O)N(C)Cc3cccc4cnccc34)o2)s1	-9%	0.1	4%	2.0	42	2.3%	3%	i	-6%	-6%	2%
20	COCCNC(=O)COC(=O)/C=C/c1cnc2ccccc2n1	6%	1.6	0%	-1.8	48	-1.0%	3%	i	-6%	2%	/
21	CCOC(=O)CSc1nc(-c2ccccc2)cc(C(F)(F)F)n1	3%	0.2	4%	-1.3	76	-1.5%	7%	i	0%	-7%	0%
22	Cc1ccc(CNC(=O)C2CCC(=O)N(CCc3cccc(F)c3)C2)cc1 (centres undefined)	7%	0.5	3%	-0.9	55	-0.7%	7%	i	-8%	-13%	3%
23	Cn1c(=O)c2c(O)c([N+](=O)[O-])c(=O)n(C)c2n(C)c1=O	-10%	0.0	8%	2.6	45	-1.6%	/	i	-5%	-10%	2%
24	Cc1ccc2[nH]c(=O)c(CN(C(=O)c3cccs3)c3ccccc3)cc2c1	-3%	1.2	0%	6.8	66	-1.2%	3%	i	0%	0%	8%
25	Cc1ccc(NC(=O)c2ccccc2)s1	61%	0.3	9%	-3.6	80	8.6%	11%	i	3%	10%	1%
26	Nc1nc2nc[nH]c2c(=O)[nH]1	2%	1.8	/	0.5	65	/	8%	i	/	/	/
27	CN1C(=O)/C(=C2\SC(N)=NC2=O)c2ccccc21	3%	1.3	-3%	0.9	82	-5.7%	5%	i	12%	-8%	2%
28	Cc1nc2nc(SCC(=O)N3CCOCC3)nn2c(C)c1Cc1c(F)cccc1Cl	0%	0.0	0%	-1.9	72	-2.3%	5%	i	-1%	-20%	4%
29	O=C(O)c1cncc(C#Cc2ccccc2)c1	-17%	0.3	4%	-1.5	81	-1.0%	3%	i	-10%	-11%	-9%
30	CCOC(=O)CSc1nc2cc(C(F)(F)F)cnc2n1C	-14%	0.1	-1%	-0.5	47	1.6%	10%	i	-4%	8%	-3%
31	NC1=NC(=O)CC(C(=O)NCCc2ccccc2)S1 (centres undefined)	1%	1.2	8%	-3.6	75	-1.5%	19%	i	-7%	12%	22%
32	COc1ccc(NC(=O)CSc2nc3sc(C)cc3c(=O)n2C)cc1	6%	0.7	-1%	-0.5	46	-0.9%	-1%	i	-8%	2%	-1%
33	COc1ccc(NC(=O)CN(C)C(=O)c2cc3c(cc2Cl)N2CCCCCC2=NS3(=O)=O)cc1	-5%	1.7	/	0.5	45	/	1%	i	/	/	/
34	Cc1ccc(C(=O)Cc2nnc(C)s2)cc1	9%	0.7*	-2%	-0.9	80	1.8%	6%	+	-4%	-1%	14%
35	O=C(Cc1ccc([N+](=O)[O-])cc1)N/N=C/c1ccccc1F	0%	0.3	8%	-0.6	52	-0.6%	2%	i	-6%	10%	-2%
36	Cc1ccc(NC(=O)CN2C(=O)NC3(CCc4ccccc43)C2=O)cc1 (centres undefined)	3%	0.0	-2%	1.1	72	0.4%	-7%	i	2%	0%	-1%
37	Cc1ccc(NC(=O)CSc2nc3ccccc3c(=O)n2CCCC(=O)N2CCCC2)cc1	2%	0.9	1%	0.7	72	1.0%	1%	i	0%	10%	1%
38	Cn1cc(CCC(=O)N2CCCC(C(=O)c3cccc4ccccc34)C2)cn1 (centres undefined)	6%	0.0	-1%	1.4	38	-2.2%	1%	i	-3%	-12%	6%
39	Cc1ccc(C)c(CSCC(=O)NCc2cccs2)c1	3%	0.6	15%	2.0	40	-1.1%	8%	i	-4%	-12%	7%
40	CCN(CC)CC(O)Cn1c(-c2cccc(Cl)c2)nc2cc(C)c(C)cc21 (centres undefined)	-7%	0.7	-1%	-0.9	48	-1.9%	11%	i	-7%	7%	13%
41	O=C(/C=C/c1ccccc1)NC(=S)Nc1ccccc1	4%	0.4	7%	7.4	55	-1.6%	8%	i	-4%	6%	-12%
42	Cc1ccc(NCC(=O)N/N=C/c2ccc(-c3cccc(C(F)(F)F)c3)o2)cc1	-7%	0.3	11%	34	57	6.1%	9%	i	2%	9%	14%
43	CC(=O)c1ccc(Nc2c([N+](=O)[O-])ccc3nonc23)cc1	11%	0.0	-2%	0.2	62	-0.1%	0%	i	-5%	6%	4%
44	CC(=O)c1ccc(OCc2ccc(Oc3c(Cl)cccc3[N+](=O)[O-])cc2)cc1	14%	1.2	16%	3.4	74	0.1%	13%	i	0%	-6%	15%
45	CC12CCC(=O)N1C(C(=O)O)Cc1c2[nH]c2ccccc12 (centres undefined)	-15%	1.8	-2%	-3.2	70	-0.7%	2%	i	-10%	15%	-5%
46	COc1ccc(C(=O)c2c(C(F)(F)F)oc3c2C(=O)c2ccccc2C3=O)cc1	-10%	/	0%	3.5	59	-0.5%	9%	/	3%	-22%	36%
47	Nc1nnc(SCC(=O)N2CCN(c3ccccc3)CC2)s1	-13%	1.1	0%	-0.7	80	-0.7%	3%	i	-6%	-9%	-4%
48	N/C(=N\OC(=O)c1ccc(=O)n(Cc2ccc(Cl)cc2)c1)c1ccccn1	-3%	0.2	-1%	3.8	74	1.6%	13%	i	2%	-4%	12%
49	Cc1ccc(S(=O)(=O)Nc2ccc(-c3cn4ccc(C)cc4n3)cc2)cc1	24%	0.9	-4%	-1.5	72	-1.8%	-6%	i	5%	13%	-1%
50	CCc1cc(=O)oc2cc(OCC(=O)NC3CC(C)(C)NC(C)(C)C3)ccc12	-2%	2.0	5%	1.2	44	5.4%	3%	i	-9%	-7%	11%
51	CCOC(CNC(=O)c1ccc(CNC(=O)c2ccc(OC)c(OC)c2)cc1)OCC	1%	0.8	6%	-0.5	63	2.9%	2%	i	-5%	-4%	5%
52	O=C(CNc1cccc(S(=O)(=O)N2CCCC2)c1)Nc1cccc(F)c1	-2%	0.8	/	1.1	52	/	3%	i	/	/	/
53	COC(=O)C1=C(C(C)=O)C(c2ccc(C(=O)OC)cc2)n2nnnc2N1 (centres undefined)	1%	0.6	5%	0.3	52	0.9%	12%	i	-6%	-4%	-2%

Screening data as filed in PubChem BioAssay.
